LYPLA2 inh: counter-screen for PME1 inhibitors: inhibitors of human LYPLA2; inhibition, % at 5.9 µM; actives 0.38% (n = 320,000); recombinant LYPLA2, FP-Rh probe fluorescence polarization; AID 2177; O95372;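 active means inhibition above the screen-wide mean plus 3 SD, limit set per campaign, cut at about 26% in these data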;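 further: 0% = LYPLA2 with DMSO and 100% = wells lacking LYPLA2 enzyme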
PP1 counter: counter-screen for PP5 inhibitors: inhibitors of human PP1-alpha; P62136; purified PP1alpha, OMFP fluorescence; inhibition, % at 6.7 µM; actives 0.9% (n = 320,000); AID 2235;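 active means inhibition above the mean inhibition of all tested compounds plus 3 SD, computed separately for each screening campaign, cut at about 15% in these data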
TPT1 inh: C. albicans TPT1 enzyme inhibition. recombinant caTPT1, FP RNA substrate dephosphorylation. inhibition, % at 5 µM. actives 0.81% (n = 300,000);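 active means inhibition above the mean of all tested compounds plus 3 SD, set per screening campaign, cut at about 24% in these data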;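 further: plate controls were DMSO alone for no effect and ferristatin control at 100 nM for full effect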
Efflux pump mplx: antifungal efflux pump inhibition, Nile Red retention. AID 485275. actives 0.44% (n = 330,000). S. cerevisiae Candida pump triplex. inhibition, % at 10 µM;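 active means plate passing quality check with inhibition over a set limit, or well fluorescence over plate mean plus 4 SD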;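 further: Nile Red retained in pooled yeast measured as flow cytometry median fluorescence; 0% = buffer negative control and 100% = Enniatin B positive control; higher means more Nile Red kept so more efflux inhibition; some compounds called inactive have numbers as strong as hits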
HCV core dimer: blocks dimerization of HCV core protein; TR-FRET GST/Flag-core106 dimerization, 1536-well; inhibition, % at 5 µM; actives 0.33% (n = 300,000); AID 1899;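 active means inhibition above the mean of all tested compounds plus 3 SD, set per screening campaign, cut at about 45% in these data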
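test system = GST/Flag-tagged HCV core106 proteins | probe or stimulus = Eu donor and XL665 acceptor anti-tag antibodies | times = compound-protein-antibody incubation 4 h at 22.5 °C | signal = TR-FRET, excitation 340 nm, emission 617 and 671 nm | measure = percent inhibition of core106 dimerization signal | controls = wells lacking GST-core106 and wells with excess unlabelled core106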
PP5 inh: PP5 (human) phosphatase inhibition; AID 1987; purified PP5c, OMFP substrate fluorescence; inhibition, % at 6.7 µM; actives 0.18% (n = 320,000); P53041;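 active means inhibition above the campaign's mean inhibition across all tested compounds plus 3 SD, cut at about 9.5% in these data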;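 further: 0% = DMSO only and 100% = 100 µM cantharidin control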
Target sequence (P53041 whole entry, looked up): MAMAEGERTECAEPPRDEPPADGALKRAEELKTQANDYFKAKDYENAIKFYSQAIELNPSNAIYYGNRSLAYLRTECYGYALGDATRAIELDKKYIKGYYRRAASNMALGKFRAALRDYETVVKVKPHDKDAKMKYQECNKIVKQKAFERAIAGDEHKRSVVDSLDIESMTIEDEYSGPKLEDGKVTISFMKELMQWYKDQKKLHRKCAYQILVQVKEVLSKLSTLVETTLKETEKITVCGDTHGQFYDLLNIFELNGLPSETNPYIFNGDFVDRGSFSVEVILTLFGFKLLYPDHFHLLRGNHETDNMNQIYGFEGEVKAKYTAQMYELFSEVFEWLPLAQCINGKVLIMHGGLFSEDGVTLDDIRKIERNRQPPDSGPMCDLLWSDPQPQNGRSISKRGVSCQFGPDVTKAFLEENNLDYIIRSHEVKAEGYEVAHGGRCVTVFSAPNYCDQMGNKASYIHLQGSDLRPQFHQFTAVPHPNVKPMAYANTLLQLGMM
JMJD2C inh: blocks human GASC-1 demethylase activity. inhibition, % at 2.35 µM. GST-JMJD2C(1-420) H3K9me3 demethylation, DELFIA europium. Q9H3R0. actives 0.069% (n = 330,000);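 active means more than half of a compound's replicate wells show inhibition beyond 50%, single wells judged on their own value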;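 further: signal counts dimethyl H3K9 product captured on neutravidin plate; 0% = median of DMSO wells and 100% = 0.3 times that DMSO median; strong numbers were not always called active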
Target sequence (Q9H3R0 1-420 limits assumed): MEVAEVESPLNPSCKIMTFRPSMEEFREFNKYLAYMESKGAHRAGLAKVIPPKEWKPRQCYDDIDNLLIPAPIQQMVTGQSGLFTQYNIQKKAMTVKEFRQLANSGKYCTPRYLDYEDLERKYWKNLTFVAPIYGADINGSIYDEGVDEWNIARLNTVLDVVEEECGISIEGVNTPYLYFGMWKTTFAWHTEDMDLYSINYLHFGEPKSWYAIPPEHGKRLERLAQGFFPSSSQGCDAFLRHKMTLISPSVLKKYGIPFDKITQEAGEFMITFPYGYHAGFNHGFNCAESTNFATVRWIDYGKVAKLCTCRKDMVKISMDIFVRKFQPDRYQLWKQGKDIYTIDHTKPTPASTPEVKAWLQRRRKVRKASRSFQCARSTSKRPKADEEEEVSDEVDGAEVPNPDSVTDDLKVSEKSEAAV
PREPL inhibitor: inhibitors of human prolyl oligopeptidase-like enzyme PREPL; recombinant PREPL, fluorescence polarization activity-based probe; inhibition, % at 5.96 µM; actives 0.68% (n = 320,000); AID 2751; in the data active means inhibition above about 43%;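 further: 0% = enzyme with DMSO and 100% = wells lacking enzyme; many of its hits are not listed in these tables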
Fh CTSL1 inh: blocks F. hepatica cathepsin L1 in PFM18AAP counter-screen. actives 0.49% (n = 300,000). AID 1906. inhibition, % at 5.96 µM. recombinant F. hepatica cathepsin L1, Z-Leu-Arg-MCA fluorescence;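 active means inhibition above the mean of all tested compounds plus 3 SD, set per screening campaign, cut at about 17% in these data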;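 further: 0% = plate median of test compound wells and 100% = 1 µM Z-Phe-Ala-diazomethylketone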
Numbers without * were called inactive; nt = no result given. An excerpt; the hit share may differ from the screen's.

#	molecule	PP5 inh	HCV core dimer	Efflux pump mplx	PREPL inhibitor	PP1 counter	JMJD2C inh	LYPLA2 inh	TPT1 inh	Fh CTSL1 inh
1	CC(C)c1ccc(NC(=O)CCC(=O)NCc2ccco2)cc1	-0.2	-7	-0.1	21	3	-1	8	1	1
2	O=C(Oc1ccccc1)n1c(=S)oc2ccccc21	3.9	-7	-0.2	-1	0	0	2	-3	2
3	CCCc1cc(-c2ccc3c(c2)COc2c4ccccc4nn2-3)on1	2.3	4	0.0	1	18*	-1	1	3	2
4	NC(=O)[C@@H]1CC2(CC(c3cccc(NC(=O)[C@@H]4CCC(=O)N4)c3)=NO2)CN1C(=O)Cc1ccc([N+](=O)[O-])cc1 (stereo not given in full)	-0.4	-9	0.3	18	-2	-14	0	2	0
5	CSc1nc2ccccc2n1C(=O)NC1CCCCC1	2.5	-4	0.1	16	6	-3	-2	1	-1
6	CCCNC(=O)COC(=O)c1n[nH]c2ccccc12	-0.8	-5	-0.2	6	-3	-21	-3	6	3
7	Cc1cc(C(=O)NC2CC(C)(C)Cc3c2cnn3-c2cccc(F)c2)nn1C (stereo not given)	5.7	-3	-0.1	-11	2	-14	2	5	-1
8	COC(=O)c1ccccc1NC(=O)CSc1nnc(-c2ccc(OC)cc2)n1C	-0.7	3	0.0	5	-3	-17	-4	5	-3
9	O=C(Nc1ccc2c(c1)OCCO2)N1CCOCC1	-2.3	-2	-0.1	5	-3	-43	5	1	1
10	Fc1ccc(-c2cc3nc(-c4ccccc4)cc(N4CCOCC4)n3n2)cc1	-0.3	5	-0.1	-4	-4	-1	-7	2	-1
11	CC1(C)NC(=O)N(CC(O)Cn2nnc3ccccc32)C1=O (stereo not given)	1.3	-5	-0.1	24	2	3	9	-4	2
12	CCOc1ccc(N(CC(=O)NCCCOC)S(C)(=O)=O)cc1	-0.3	3	1.2	2	8	22	-3	-2	-4
13	Cc1c(C(=O)NCc2ccc(F)cc2)c(-c2ccccc2)nn1-c1ccccc1	1.8	4	0.0	2	-3	2	-7	-7	1
14	OC(CNCc1ccc(F)cc1)(c1ccccc1)c1ccc(F)cc1 (stereo not given)	-1.2	5	0.0	-7	-1	0	11	-4	9
15	CCC1(C)Cc2c(sc(NC(=S)NC(=O)c3ccccc3)c2C#N)CO1 (stereo not given)	1.6	3	-0.1	1	-6	-2	0	0	-6
16	CCn1c(CNC(=O)c2cccc(C)c2)nnc1SCC(=O)NC1=NCCS1	3.0	2	-0.1	4	-2	5	4	-2	-5
17	CO[C@H]1C=CO[C@@]2(C)Oc3c(C)c(O)c4c(O)c(c(C=NN5CCN(C)CC5)c(O)c4c3C2=O)NC(=O)C(C)=CC=C[C@H](C)[C@H](O)[C@@H](C)[C@@H](O)[C@@H](C)[C@H](OC(C)=O)[C@@H]1C	2.7	0	0.0	9	3	5	4	21	12
18	CCc1nn(C(C)C(=O)NCCN2CCN(c3cccc(C)c3C)CC2)c(=O)c2cc3occc3n12 (stereo not given)	3.0	-4	0.0	5	2	0	0	-2	1
19	CC1=C(C(=O)Nc2cccnc2)C(c2ccncc2)n2nnnc2N1 (stereo not given)	1.2	-2	-0.2	0	-1	-13	14	3	1
20	Cc1ccc(N2C(N)=C(C#N)C(c3cccnc3)C3=C2CC(C)(C)CC3=O)cc1 (stereo not given)	-0.6	1	0.0	5	1	-5	-1	-2	2
21	CCC1CN(C(=O)N2CCC(C(=O)NCCc3ccccc3OC)CC2)c2ccccc2O1 (stereo not given)	1.9	1	0.1	4	-3	8	3	-3	0
22	NS(=O)(=O)c1ccc(CNC(=O)C2(c3ccc(Cl)cc3)CC2)cc1	-0.5	1	-0.1	-5	-5	21	-2	3	-1
23	S=C(NCCc1ccccc1)NCCN1CCOCC1	1.4	7	-0.1	4	-2	16	3	1	3
24	O=C(/C=C/c1cc2c(cc1Br)OCO2)NCc1ccc(F)cc1	1.6	5	-0.1	1	5	0	-7	2	3
25	O=C(NCCN1C(=O)S/C(=C\c2ccc(OC(F)F)cc2)C1=O)c1cnccn1	3.3	2	0.2	-8	-3	15	0	4	-5
26	CCN(c1ccccc1)S(=O)(=O)c1ccc2[nH]c(=O)[nH]c2c1	0.4	0	-0.1	11	1	-11	-6	-4	-4
27	COc1ccc(-c2nc3c(-c4ccccc4)cnn3cc2C)cc1F	3.5	4	0.0	3	0	5	0	-2	20*
28	CCOc1ncccc1C(=O)OCC(=O)Nc1nnc(-c2ccccc2)o1	-0.7	5	0.0	-7	-4	-3	-5	5	-3
29	Cc1ccc(CN(C)C(=O)CN2C(=O)NC3(CCCC3)C2=O)o1	3.2	nt	0.1	9	-3	-7	0	nt	nt
30	CS(=O)(=O)c1ccc(Cl)c(NC(=O)CSc2nnc(-c3cccs3)n2N)c1	0.0	nt	-0.1	1	-7	5	-4	nt	nt
31	CC1(C)Cc2c(sc3nnn(Cc4ccc(Cl)cc4)c(=O)c23)CO1	1.3	-4	0.4	-17	0	10	0	7	0
32	O=C(COc1ccccc1F)Nc1ccc2[nH]c(=O)[nH]c2c1	-1.4	2	0.0	5	-4	2	6	-3	-1
33	N#CCC1c2ccccc2CCN1C(=O)Nc1cccc(Cl)c1 (stereo not given)	1.6	0	-0.2	-5	0	-2	-6	-2	0
34	CCOc1ccc(NS(=O)(=O)c2ccc(-c3ccc(=O)[nH]n3)o2)cc1	0.8	0	0.1	3	7	-2	5	-1	-4
35	Nc1cccc(CP(=O)(c2ccccc2)c2ccccc2)c1	1.3	nt	0.1	3	-3	0	-1	nt	nt
36	Cn1c(=O)[nH]c(=O)c2c1nc(N(CCO)Cc1ccccc1)n2CCCc1ccccc1	-0.1	-1	0.0	25	-2	14	6	-2	2
37	Cc1ccc(NC(=O)C2CCCN2C(=O)NC2CCCCC2)cc1F (stereo not given)	0.8	-6	0.0	0	1	15	4	-1	2
38	O=C(OCCCN1CCOCC1)c1ccc(O)c(O)c1	0.2	2	-0.1	-5	1	4	3	2	-2
39	Cc1ccc(CNC(=O)Nc2cccc(C)c2)cc1	2.1	0	0.1	-2	-4	-4	-4	3	-1
40	CCOc1ccc(C(=O)Nc2nc(C)c(C(=O)OC)s2)cc1	0.2	39	0.4	15	2	-6	-7	4	9
41	Cc1ccc(O)c(NC(=O)c2cc(C)no2)c1	2.0	3	0.2	15	-6	-3	-5	2	-1
42	COc1ccc(N2C(=O)N(Cc3ccc(C)cc3)c3ccccc3S2(=O)=O)cc1	1.9	9	-0.2	-2	-5	-1	-4	-4	4
43	CS(=O)(=O)c1ccc(C(=O)Nc2ccc(N3CCCCC3)cc2)c(Cl)c1	3.0	1	-0.1	3	-4	-7	6	-4	1
44	NC(=O)C1(N2CCCCC2)CCN(Cc2ccc(F)cc2)CC1	0.9	3	-0.1	6	-1	0	7	-1	-1
45	CC(C)(C)c1ccc(OCC(=O)NCC(c2cccs2)N2CCOCC2)cc1 (stereo not given)	-3.1	4	0.0	8	-3	156	1	4	4

Looked up by structure from the entries so far, 2 records:
#	molecule	PP5 inh	HCV core dimer	Efflux pump mplx	PREPL inhibitor	PP1 counter	JMJD2C inh	LYPLA2 inh	TPT1 inh	Fh CTSL1 inh
32	O=C(COc1ccccc1F)Nc1ccc2[nH]c(=O)[nH]c2c1	-1.4	2	0.0	5	-4	2	6	-3	-1
41	Cc1ccc(O)c(NC(=O)c2cc(C)no2)c1	2.0	3	0.2	15	-6	-3	-5	2	-1

(next part)
#	molecule	PP5 inh	HCV core dimer	Efflux pump mplx	PREPL inhibitor	PP1 counter	JMJD2C inh	LYPLA2 inh	TPT1 inh	Fh CTSL1 inh
46	Cc1ccc(NC(=O)CSc2nnc(NC(=O)C3CC3)s2)cc1C	1.4	2	0.1	1	1	-4	-2	0	4
47	CCOC(=O)C1CCN(C(=O)CN(c2cccc(C(F)(F)F)c2)S(C)(=O)=O)CC1	-1.1	-6	-0.1	8	-2	17	-2	-1	-4
48	CCNC(=O)C1CCCN1S(=O)(=O)c1ccc2ccccc2c1 (stereo not given)	1.4	0	-0.1	-4	-2	-164	2	0	0
49	CCOc1cc(NC(=O)C2CCCCC2)c(OCC)cc1NC(=O)c1ccccn1	1.4	8	-0.1	-1	-4	-10	4	1	2
50	COc1ccccc1NC(=O)Nc1cc(C(C)(C)C)nn1C	-0.5	-3	-0.2	7	1	7	4	-5	8
51	CN(Cc1ccco1)C(=O)Cn1ncc2c([nH]c3ccccc32)c1=O	0.0	1	0.1	-2	-3	5	1	1	0
52	O=C(CCNC(=O)c1ccccc1Cl)NCc1ccncc1	0.9	0	-0.1	-10	-5	7	2	-3	1
53	CCOc1ccc(NC(=O)CCN2CCN(c3ccccc3OC)CC2)cc1	2.3	0	0.0	10	-3	-4	-1	-1	-1
54	CC(=O)c1ccc(N2Cc3ccccc3/C2=N\C(=O)Nc2ccccc2)cc1	-0.8	-1	0.1	9	-2	0	1	2	2
55	CN(C)CCCNCCCCNC(=O)/C=N/O	0.7	0	0.1	-3	-3	4	3	1	3
56	O=C(CC1Nc2ccccc2NC1=O)Nc1ccc2c(c1)OCO2 (stereo not given)	-0.1	7	0.0	5	-2	-34	2	6	6
57	OCCCNc1ncnc2c1[nH]c1ccccc12	2.4	2	-0.1	12	-2	-10	-1	-1	-1
58	Cc1noc(C)c1S(=O)(=O)N1CCN(c2ccc([N+](=O)[O-])cc2)CC1	0.4	1	0.2	-7	-2	1	-2	1	0
59	CCN(CC)c1ncc(C#N)c(N)n1	1.9	-8	-0.3	14	0	18	-3	-3	-2
60	CCC(=O)N1CCN(c2ccccc2NC(=O)COc2ccc(C(C)C)cc2)CC1	1.1	10	0.1	12	5	-3	3	1	5
61	CCOC(=O)c1ccc(NS(=O)(=O)c2ccc3oc(=O)[nH]c3c2)cc1	0.9	5	0.1	3	-1	22	9	-2	3
62	O=C(COC(=O)CSc1cc(Cl)ccc1Cl)Nc1ncc(C(F)(F)F)cc1Cl	3.9	-3	-0.2	-3	3	2	2	-3	-5
63	COC(=O)c1[nH]c(C)c(/C(O)=C2\C(=O)C(=O)N(CCN(C)C)C2c2cc(OC)ccc2OC)c1C (stereo not given)	0.8	-2	0.0	3	-1	-14	5	-5	-4
64	Cc1ccc(S(=O)(=O)Nc2ccc(N(C)S(=O)(=O)c3ccc(C)cc3)cc2)cc1	1.3	4	0.1	-4	1	7	-2	0	-1
65	CN1[C@@H]2CC[C@H]1CC(OC(=O)[C@H](CO)c1ccccc1)C2 (stereo not given in full)	2.6	-3	0.2	-7	-4	0	2	-1	0
66	CCOC(=O)c1sc2nc(-c3cccnc3)ccc2c1N	-0.3	0	-0.2	16	2	8	-2	4	5
67	CC(C)NC(=O)C(Sc1ccccc1)c1ccccc1 (stereo not given)	3.3	2	-0.1	11	-8	-47	9	-2	-1
68	FC(F)Oc1cccc2cccnc12	2.1	5	0.3	23	-4	36	1	-4	-4
69	Cc1c(Cl)cccc1NC(=S)N1CCN(c2ccccn2)CC1	2.1	-6	0.2	6	-6	-4	1	1	-4
70	O=C(NC1=NN(c2ccccc2)CC1)Nc1ccccc1F	-3.7	-15	-0.2	19	9	-8	-3	-4	4
71	O=C1CCc2cc(S(=O)(=O)N3CCC(C(=O)NC4CCCCCCC4)CC3)ccc2N1	3.2	1	-0.2	-8	-4	nt	3	1	0
72	Cc1ccc(-c2nn(CC(=O)NCC3CCCO3)c(=O)c3ccccc23)cc1 (stereo not given)	1.2	-3	0.0	10	-3	3	0	1	2

Screens from PubChem BioAssay.
